# DT40 TDP1 no CPT – qHTS for Inhibitors of human tyrosyl-DNA phosphodiesterase 1 (TDP1): qHTS in cells in absence of CPT; DT40 Tdp1-/- hTDP1 cells, no CPT, ATP luminescence, 48 h; Potency, µM (top dose mostly 46.2 µM), without a hit: at the highest dose activity change, negative = growth inhibition, usual class: inhibitors; 15% of 420,000 active; note: nearly all actives have a fitted effect of over 55% in size
#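 Camptothecin absent (DMSO only). Human TDP1-complemented DT40 knockout cells, 400 cells/well, 37 °C for minimum 48 hr; ATP measured via CellTiter-Glo, 30 min dark incubation, luminescence.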
# TDP1 cell CPT – DT40-hTDP1 cell growth loss with CPT | chicken DT40 Tdp1-/-;hTDP1 cells + 20 nM CPT, ATP luminescence, 48 h | Potency, µM (doses to about 46.2 µM), for inactives: at the top dose activity change, negative = growth inhibition, usual class: inhibitors | 12% of 420,000 active | AID 686979; note: nearly all actives have a fitted effect of over 55% in size
#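 Chicken DT40 Tdp1-/- cells complemented with human TDP1, 400 cells/well, exposed to compounds plus 20 nM camptothecin for at least 48 h at 37 C; viability read as ATP content by CellTiter-Glo luminescence.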
# TDP1 inh – TDP1 (human) enzyme inhibition; Q9NUW8; recombinant TDP1, AlphaScreen DNA substrate cleavage; Potency, µM (series often up to 130 µM), inactives show at the top dose activity change, negative = inhibition, hits mostly inhibitors; 0.28% of 350,000 active; AID 485290; note: nearly all actives have a fitted effect of over 40% in size
# Target sequence (Q9NUW8 whole entry, looked up): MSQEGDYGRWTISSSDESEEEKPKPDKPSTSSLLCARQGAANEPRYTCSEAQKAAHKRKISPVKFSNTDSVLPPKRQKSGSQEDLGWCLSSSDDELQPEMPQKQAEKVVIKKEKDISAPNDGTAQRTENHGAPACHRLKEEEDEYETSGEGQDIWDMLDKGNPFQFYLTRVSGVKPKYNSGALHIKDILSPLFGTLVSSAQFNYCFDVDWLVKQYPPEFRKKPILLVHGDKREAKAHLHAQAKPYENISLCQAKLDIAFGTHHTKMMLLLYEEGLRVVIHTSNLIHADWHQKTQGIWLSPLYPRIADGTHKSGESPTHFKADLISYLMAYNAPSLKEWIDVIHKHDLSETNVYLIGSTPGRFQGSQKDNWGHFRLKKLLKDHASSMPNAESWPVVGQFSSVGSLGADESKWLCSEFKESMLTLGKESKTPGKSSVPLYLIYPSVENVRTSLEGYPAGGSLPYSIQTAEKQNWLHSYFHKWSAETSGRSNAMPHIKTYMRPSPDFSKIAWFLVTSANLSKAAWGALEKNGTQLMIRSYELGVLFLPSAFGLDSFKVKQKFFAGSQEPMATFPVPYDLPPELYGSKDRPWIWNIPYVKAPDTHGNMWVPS
#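 AlphaScreen read-out: signal falls as enzyme removes the 3' tyrosine-FITC from a 5'-biotinylated DNA oligo (15 nM, 5 min, RT). Enzyme was E. coli-made recombinant Tdp1 at 1 nM, exposed to compound for 15 min beforehand; beads 10 ug/ml, 10 min.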
# * hit, by the source's call; ? = inconclusive; nt = not tested or not shown. Calls come from the whole dose curve; as a rule, active = well fitted curve in the direction sought with a large enough effect; inconclusive = small, poorly fitted or top-dose-only effect, or another doubt; inactive = no such curve, though single readings can be large; an effect the other way counts as inactive or inconclusive. % is set by controls: 0 for no effect and ±100 for the full control effect; potency is the fitted concentration of half-maximal effect.
structure | DT40 TDP1 no CPT | TDP1 cell CPT | TDP1 inh
CCn1nc(-c2ccccc2)c(-c2ccccc2)c(C(=O)Nc2ccc(S(N)(=O)=O)cc2)c1=O | ? | ? | 4.7%
COc1ccccc1CNC(=O)COC(=O)COc1ccccc1Cc1ccccc1 | ? | 7.1% | -11.4%
CCOc1ccc(C2C(=O)N(C3CCCCCC3)CC(=O)N2Cc2ccc(F)cc2)cc1OC (stereo not given) | ? | ? | 5.2%
C/C(CC(=O)Nc1ccc(C)cc1C)=N\NC(=O)C(C)C | 8.4% | 2.2% | 2.5%
COC(=O)c1cc(NC(=O)Cc2ccc(OC)c(OC)c2)cc(C(=O)OC)c1 | ? | ? | 4.0%
CC(C)(CO)NC(=O)c1cnn(-c2nccc(-c3ccc4c(c3)OCO4)n2)c1C1CC1 | ? | ? | nt
COc1ccc(Cn2c(SCc3ccc(C(=O)NCc4cccs4)cc3)nc3ccncc32)cc1 | ? | 18.4µM* | 3.9%
CC(=O)c1cccc(N(C(=O)CNC(=O)c2ccco2)C(C(=O)NCc2ccco2)c2ccccc2)c1 (stereo not given) | -11.2% | 1.8% | 7.2%
CCOC(=O)c1ccccc1NC(=O)c1ccc(N(C)S(C)(=O)=O)cc1 | -27.6% | ? | 4.5%
COc1ccc(OC)c(NC(=O)c2ccc(S(=O)(=O)N3CCN(C)CC3)cc2)c1 | -26.4% | -16.1% | -3.8%
CC(=O)c1cccc(NC(=O)C(C)OC(=O)/C=C/c2cccs2)c1 (stereo not given) | ? | ? | -8.9%
CC1Oc2ccccc2N(CC(=O)Nc2ccc3c(c2)OCCO3)C1=O (stereo not given) | ? | -13.6% | 1.0%
CCOc1ccc(Br)cc1C1C(C(=O)OC)=C(N)Oc2cc(N(C)C)ccc21 (stereo not given) | ? | 5.17µM* | 10.4%
Cc1ccc(S(=O)(=O)NNC(=O)C(O)(c2ccccc2)c2ccccc2)cc1 | -25.5% | -29.8% | -3.4%
CCN(CC)C(=O)N1CCN(C(=O)c2ccc(C)cn2)CC1 | -5.9% | -6.1% | nt
O=C(N/N=C/c1cc(Br)ccc1O)Nc1ccccc1 | ? | ? | 5.1%
CSc1nnc(C)c(=O)n1COC(=O)COc1ccccc1 | -2.4% | -25.5% | 5.6%
COc1ccc(-n2c(Cc3ccccc3)nnc2SCC(=O)N2CCCc3ccccc32)cc1 | ? | ? | 4.9%
O=C(NCc1ccc(F)cc1)C(=O)NCC1OCCN1S(=O)(=O)c1ccc2c(c1)OCCO2 (stereo not given) | -20.8% | -25.9% | 4.3%
Cc1sc2ncn(CC(=O)NCCN3CCOCC3)c(=O)c2c1S(=O)(=O)N1CCC(C)CC1 | -8.1% | -4.1% | 3.9%
Cc1ccc(C(=O)CCC(=O)Nc2ccc(Cl)c(S(=O)(=O)Nc3cccc(Cl)c3)c2)cc1 | 3.3% | -2.0% | -1.8%
CC(=O)c1ccc(NC(=O)c2cc3c(=O)oc4ccc(C)cc4c3s2)cc1 | -5.2% | 8.3% | 3.5%
CSc1ccccc1OCc1cc(C(=O)N(C)Cc2c(C)n[nH]c2C)no1 | ? | -28.5% | 3.5%
CCOC(=O)c1ccccc1NC(=O)CSc1nc2c(sc(=S)n2CC)c(=O)[nH]1 | 16.5% | -25.9% | nt
COc1cccc(-n2c(=O)c3sccc3n(CC(=O)NC3CCCCC3)c2=O)c1 | -3.4% | 0.4% | -7.0%
COc1cc(OC)cc(C(=O)Nc2nnc3n2CCS3)c1 | ? | -11.9% | 4.4%
COc1ccc(OC)c(NC(=O)COC(=O)c2nc(Cl)ccc2Cl)c1 | 7.9% | 16.3% | 2.6%
Cc1cccc(NC(=O)CNC(=O)CN2C(=O)NC3(CCCc4ccccc43)C2=O)c1C (stereo not given) | 9.5% | -1.4% | -2.7%
CC(=O)c1ccc(N2CCN(c3ncnc4c3nc3n4CCCC3)CC2)cc1 | ? | ? | 5.0%
CC1CCCCC12NC(=O)N(CC(=O)Nc1ccc(N3CCCCC3)cc1)C2=O (stereo not given) | ? | ? | 0.0%
CCCCNC(=O)C1(C)CCN1C(=O)CSc1ccccc1 (stereo not given) | -9.1% | 9.1% | nt
O=[N+]([O-])c1ccc(C=Nc2ccccc2)cc1 | ? | ? | nt
O=C(COC(=O)C1C2CC3OC(=O)C1C3C2)Nc1ccc(Cl)cc1 (stereo not given) | -10.8% | -4.5% | 15.7%
CCCc1ccc(OCc2nc(-c3ccc(NC(=O)c4ccco4)cc3)no2)cc1 | ? | ? | ?
O=C(CCNS(=O)(=O)c1ccccc1)OCc1nc2ccsc2c(=O)[nH]1 | 9.7% | 5.8% | nt
COc1ccc(C(=O)N2CCC(CCC(=O)Nc3cccc(C)c3)CC2)cc1 | -23.1% | -4.3% | 2.3%
Cc1cc(NC(=O)CCN2CCN(CCO)CC2)ccc1Br | -25.5% | 20.9% | 7.2%
O=C(CSc1nnc(-c2ccccc2F)o1)N1CCc2ccccc21 | ? | ? | -2.5%
Cc1nc2c3ccccc3nc(NNC(=O)CCC(=O)O)n2n1 | -16.2% | -7.5% | -3.5%
O=C(CCCSc1nnc(SCCCC(=O)c2ccc(F)cc2)s1)c1ccc(F)cc1 | ? | 18.4µM* | -4.3%
CCCCCOC(=O)Nc1ccc(S(=O)(=O)Nc2cccc([N+](=O)[O-])c2)cc1 | ? | -21.3% | 11.0%
Cc1ccc(N/N=C/c2ccc(N3CCOCC3)cc2)cc1C | ? | 23.1µM* | 10.7%
Cn1cc([N+](=O)[O-])c(C(=O)NCc2cc3cc(Cl)ccc3[nH]2)n1 | ? | -14.9% | -5.3%
CC1CCc2c(C(=O)Nc3nccs3)csc2C1 (stereo not given) | ? | ? | 2.9%
Cc1cc(C(=O)NN)c(C)o1 | 11.3% | 1.2% | 5.8%
COc1ccc(CC(N)c2csc(NC(=O)Nc3ccccc3-c3ccccc3)n2)cc1 (stereo not given) | ? | ? | nt
CCOc1ccccc1/C=C(\C(=O)O)c1ccc(S(=O)(=O)N2CCCCC2)s1 | 10.1% | -16.5% | -4.0%
COCCn1c(N)c(N(Cc2ccccc2)C(=O)c2ccc3ccccc3c2)c(=O)[nH]c1=O | 17.5% | -2.0% | -0.5%
O=C(c1cc([N+](=O)[O-])ccc1N1CCOCC1)N1CCN(S(=O)(=O)c2ccc(F)cc2)CC1 | -17.4% | -15.1% | nt
O=C(Cn1c2ccc(F)cc2c2nc3n(c(=O)c21)CCS3)Nc1ccc(Cl)cc1F | ? | -18.8% | 2.3%
CCOCCN(C(=O)c1ccccc1Cl)c1cccc(C)c1C | ? | 25.9µM* | 1.2%
COc1ccc(-c2cc(C(=O)N3CCN(c4ccccc4)CC3)no2)cc1OC | ? | -28.8% | 5.9%
O=C(c1ccccc1F)N1CCN(C(=O)C(c2ccccc2)c2ccccc2)CC1 | ? | -14.4% | 3.3%
O=C(C[n+]1cc(Br)cc2ccccc21)c1ccc(Cl)cc1 | 18.4µM* | ? | nt
CC1Cn2cc(C(=O)Nc3cccc(C(F)(F)F)c3)c(=O)c3c(Cl)ccc(c32)O1 (stereo not given) | -12.3% | -8.2% | 1.2%
COC(=O)C[C@@H]1C=C[C@H](NC(=O)c2ccccc2)[C@@H](CO)O1 | 4.9% | 3.8% | nt
O=C(Nc1ccc(-c2csc(Nc3ccccc3)n2)cc1)c1ccccc1 | 20.6µM* | 25.9µM* | nt
Cc1cc(C(=O)O)ccc1[C@H](N)C(=O)O | -18.9% | -2.0% | -7.3%
CCc1ccc(C2C(C#N)=C(N)N(N(C)C)C3=C2C(=O)CCC3)cc1 (stereo not given) | -2.2% | -19.5% | nt
O=C(CSc1nc2sc3c(c2c(=O)[nH]1)CCC3)NCCO | 2.0% | -2.0% | 1.2%

# Carrying on.
structure | DT40 TDP1 no CPT | TDP1 cell CPT | TDP1 inh
CCc1nc2ccc(C(=O)NCCOc3ccc(OC)cc3)cn2c1N(C)Cc1ccc(N(C)C)cc1 | ? | 23.1µM* | nt
CCN1C(=O)c2n[nH]c(C(=O)OC)c2C1=O | -9.6% | -1.7% | -7.8%
COc1cc(/C=N/NC(=O)c2cc[n+]([O-])cc2)cc(OC)c1OC | -13.2% | -1.2% | nt
CSc1ccccc1NC(=O)Cn1nc([N+](=O)[O-])c(Cl)c1C | -24.3% | 24.8% | -5.6%
Cc1cc(C)cc(N(C(=O)CCC(=O)Nc2cc(C)on2)C(C(=O)NC2CCCC2)c2ccco2)c1 (stereo not given) | 20.6µM* | ? | -5.1%
O=C1/C(=C/c2ccccc2)SC(=S)N1N1C(=O)C2CC2C1=O (stereo not given) | ? | -24.0% | 5.0%
NNc1nc(-c2ccccc2)nc(-c2ccccc2)c1Br | 8.2µM* | ? | nt
CCCn1c(N2CCN(C(=O)Nc3ccc(Cl)cc3)CC2)nc2ccccc21 | 23.1µM* | ? | 0.0%
Cc1ccc(Sc2nc([N+](=O)[O-])nn2C)cc1 | -26.2% | -2.6% | 1.8%
Cc1nn(C)cc1CNc1nc(C)c(-c2ccn(CC3COc4ccccc4O3)n2)s1 (stereo not given) | 20.6µM* | ? | nt
CCOc1cc(/C=C2\C(=O)N(CCC#N)N=C2C)ccc1OCC(N)=O | -4.6% | -24.4% | 5.0%
CCN(CC)CCOCCOc1ccc(Cl)c2ccccc12 | 16.4µM* | ? | -2.3%
NC(=O)Cn1c(=O)n(CCCCCC(=O)NCc2ccc3c(c2)OCO3)c(=O)c2sccc21 | -12.0% | -14.3% | 0.0%
Cc1c(/C=N\NC(=O)c2c[nH]c3ccccc23)cnn1C | -11.8% | -2.3% | 5.5%
COC(=O)c1[nH]c2ccccc2c1CN1CCOCC1 | 4.3% | -2.5% | nt
O=C1CCC(=O)N1CNc1ccc(Oc2ccccc2)cc1 | -19.1% | -22.3% | 4.1%
Cc1ccc(S(=O)(=O)NCc2ccccn2)c(C)c1 | 13.5% | -10.9% | nt
O=C(COc1ccc2ccccc2c1)Nc1nnc(-c2ccco2)s1 | -4.4% | -16.3% | nt
Fc1ccccc1-c1nc(NC2CCCC2)c2ccccc2n1 | -23.6% | -20.6% | nt
COc1cc(OC)cc(-c2nc3nc(C)c(CCC(=O)NCC(OC)OC)c(C)n3n2)c1 | -18.4% | 0.5% | 0.0%
CCNC(=O)c1c(NC(=O)COc2ccc(F)cc2)sc2c1CCCC2 | -16.4% | 8.7% | nt
COC(=O)c1cnc(Nc2nc(C(N)Cc3ccc(OC)cc3)cs2)nc1C(F)(F)F (stereo not given) | ? | ? | nt
Brc1ccc(CSc2ccc(-c3ccco3)nn2)cc1 | 5.7% | 7.5% | -2.6%
C[C@H](c1ccccc1)N1C[C@@H](COCc2ccccc2)Oc2cc(N3CCC[C@H]3CO)ccc2S1(=O)=O | 18.4µM* | ? | nt
CC(=O)c1ccc(OCc2cc([N+](=O)[O-])cc3c2OCOC3)cc1 | -0.8% | 8.7% | -2.6%
CCC1CCc2nc3sc(C(=O)Nc4cccc(C(F)(F)F)c4)c(N)c3cc2C1 (stereo not given) | 18.4µM* | ? | nt
CCOC(=O)Nc1ccc(Oc2ccccc2)cc1 | ? | ? | 1.1%
COc1ccc(Nc2nc3c(C)cccn3c(=O)c2C=NCc2ccccc2)cc1 | ? | ? | 7.2%
CCOc1ccc(NC(=O)C2CCC(CNc3c(N4CCC(C)CC4)c(=O)c3=O)CC2)cc1 (stereo not given) | 5.4% | -8.1% | 3.5%
O=C(NCCc1nnc2n1CCN(Cc1ccc3c(c1)CCO3)CC2)c1ccco1 | -8.3% | -5.2% | nt
CCOc1ccc(N(CC)S(=O)(=O)N2CCCC(C(=O)NCCc3ccc(OC)cc3)C2)cc1 (stereo not given) | ? | ? | -2.0%
COCCOC(=O)c1[nH]c2c(c1C)C(=O)CC(c1ccccc1)C2 (stereo not given) | 0.92µM* | 0.651µM* | 0.0%
CCN(C(=O)C1CCCN1S(=O)(=O)c1ccc2c(c1)n(C)c(=O)c(=O)n2C)c1ccccc1 (stereo not given) | -9.4% | -29.4% | nt
CCOC(=O)CSc1nnc(Cc2ccccc2)n1-c1cccc(Cl)c1 | 0.4% | 4.4% | 3.8%
COc1cc2oc(=O)c(CC(=O)NCCc3ccccc3)c(C)c2cc1Cl | -15.4% | -1.8% | 3.7%
O=C(CC12CC3CC(CC(C3)C1)C2)Nc1cccc2ncccc12 | ? | ? | 0.0%
Cc1cccc(NC(=O)CN2C(=O)C(c3ccc(F)cc3)=NC23CCCCCC3)c1 | ? | ? | 2.5%

# Screening data from PubChem.
